USP2a block = inhibitors of human ubiquitin-specific protease USP2a; 330,000 tested, 0.01% active; Potency, µM (top dose mostly 38.3 µM), for the others: top-dose activity change, negative = inhibition, actives largely listed as inhibitors; USP2 core, Ub-CHOP2 coupled fluorogenic reporter, 485/531; AID 463254; O75604;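 further: potency means the concentration at half of the fitted maximal effect; plate controls were DMSO wells for no effect and full inhibition by NEM control for full effect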
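Cell-free coupled assay: 10nM USP2 core preincubated 30min RT with compound in Tris-HCl pH 8.0/CaCl2/CHAPS buffer, then 25nM Ub-CHOP2 and 25nM reporter substrate; fluorescence (Ex 485/Em 531) read after 60min RT, normalized to NEM inhibition, concentration-response curves fitted.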
uPA generation = cell surface uPA generation inhibition; cell surface uPA generation assay, qHTS; Potency, µM (doses to about 38.3 µM), for inactives: at the highest dose activity change, negative = inhibition, most hits filed as inhibitors; 330,000 tested, 0.31% active; AID 540303; active means well fitted inhibition curve with a large enough effect; inconclusive means small, poorly fitted or top-dose-only effect; inactive means no such curve, though single readings can be large or run the other way; tested in mouse RAW 264.7 cells; further: potency means the concentration at half of the fitted maximal effect; on the % scale 0 is the no-effect control and ±100 the full control effect; nearly all actives have a fitted effect of over 55% in size
TRPV1 ag = activates the human vanilloid receptor TRPV1 | 320,000 tested, 0.19% active | AID 540275 | TRPV1-expressing cells, Fluo-8 calcium influx, agonist mode | activation, % at 8.33 µM; in the data active means activation above about 80%; inconclusive means between about 30% and that limit; further: 0% is about no effect
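Cells expressing TRPV1 were dye-loaded with Fluo-8 and read kinetically: 10 s baseline, 3 min after compound (agonist portion), then 2 min after EC20 capsaicin (allosteric enhancer portion). Calcium-bound dye fluorescence at 480/520 nm.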
ELG1 genotoxic = inducers of genotoxicity in HEK293T ELG1-luciferase cells. AID 504466. Potency, µM (series often up to 46 µM), inactives show at the top dose activity change, positive = activation, most hits filed as activators. HEK293T ELG1-luciferase reporter, luminescence, 16 h. 330,000 tested, 1.3% active; further: potency means the concentration at half of the fitted maximal effect; % of control where 0% means no effect; nearly all actives have a fitted effect of over 60% in size
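Cells (2,000/well) expressing the ELG1-luciferase fusion are dosed by pin tool and kept 16 hr at 37 °C, 5% CO2. Signal comes from ONE-Glo luciferase reagent after 30 min at room temperature.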
Eya2 inh = inhibitors of human Eya2 phosphatase activity; O00167; recombinant Eya2, OMFP fluorescence dephosphorylation (OMFP is methylfluorescein phosphate); Potency, µM (top dose mostly 76.9 µM), for the others: at the top dose activity, negative = inhibition, most hits filed as inhibitors; 330,000 tested, 0.006% active; further: potency means the concentration at half of the fitted maximal effect; on the % scale 0 is the no-effect control and ±100 the full control effect
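Eya2 (0.2 uM) preincubated 10 min at ambient with compound, then OMFP substrate added at 50 uM; 10 min reaction in 50 mM HEPES pH 7.5, 50 mM NaCl, 5 uM MgCl2, 0.05% BSA, 1 mM DTT. Fluorescence read at Ex 485/Em 525 nm.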
a7 integrin act = activates integrin-mediated alleviation for muscular dystrophy | alpha7betagal myoblasts, beta-gal FDG fluorescence, 48 h | Potency, µM (highest dose often 38.3 µM), for inactives: top-dose activation, actives largely listed as activators | 350,000 tested, 0.064% active | AID 624291;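 further: potency means the concentration at half of the fitted maximal effect; 100% = response of the positive control SU9516; nearly all actives have a fitted effect of over 60% in size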
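Alpha7betagal+/- myoblasts (passage 13) were plated 16-24 hr, then exposed to compounds (1:260 dilution of DMSO stock) for 48 hours at 37C. After MPER lysis, β-galactosidase reporter activity was read as FDG fluorescence (ex 480/em 540) after 30 minutes.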
BRCA1 expr up = increases BRCA1 expression. MCF7-BRCA1-FFLuc reporter, luminescence, 48 h; response scale: scaled: vehicle 0%, 10 µM genistein 100%. Potency, µM (top dose mostly 46.1 µM), without a hit: at the top dose activation, usual class: activators. 380,000 tested, 1.1% active. AID 624202; further: potency means the concentration at half of the fitted maximal effect; nearly all actives have a fitted effect of over 80% in size; some results filed as inactive show a strong effect at the top dose
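MCF7-BRCA1-FFLuc, 2000 cells/well; 2 h attach, 37 °C/5% CO2; compound 48 h; luciferase substrate 15 min; luminescence end-point. Norm. to genistein 10 microM max activation and DMSO; concentration-response curves fitted.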
p53 reactivation = re-activators of mutant p53. H1299 p53-A138V BP100-luciferase reporter, luminescence, 24 h. Potency, µM (series often up to 92.2 µM), for inactives: at the top dose activity change, positive = activation, actives largely listed as activators. 320,000 tested, 0.063% active; further: potency means the concentration at half of the fitted maximal effect; % of control where 0% means no effect; nearly all actives have a fitted effect of over 45% in size
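p53-null H1299 cells stably carrying temperature-sensitive p53-A138V and a BP100-luciferase reporter were pinned with compounds (4-point, 1:5 series) and held 24 hrs at 37 deg C. Luminescence was read 10 min after detection reagent.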
B2AR arrestin = recruits beta-arrestin to the human beta2-adrenergic receptor. beta-arrestin recruitment to beta2AR, cell-based reporter. Potency, µM (doses to about 46.1 µM), for inactives: at the top dose activation, actives largely listed as activators. 330,000 tested, 0.02% active. AID 492947;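 further: potency means the concentration at half of the fitted maximal effect; 0% = DMSO controls and full agonism = EC100 isoproterenol or metaproterenol; nearly all actives have a fitted effect of over 65% in size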
Target sequence (P07550 whole entry, looked up): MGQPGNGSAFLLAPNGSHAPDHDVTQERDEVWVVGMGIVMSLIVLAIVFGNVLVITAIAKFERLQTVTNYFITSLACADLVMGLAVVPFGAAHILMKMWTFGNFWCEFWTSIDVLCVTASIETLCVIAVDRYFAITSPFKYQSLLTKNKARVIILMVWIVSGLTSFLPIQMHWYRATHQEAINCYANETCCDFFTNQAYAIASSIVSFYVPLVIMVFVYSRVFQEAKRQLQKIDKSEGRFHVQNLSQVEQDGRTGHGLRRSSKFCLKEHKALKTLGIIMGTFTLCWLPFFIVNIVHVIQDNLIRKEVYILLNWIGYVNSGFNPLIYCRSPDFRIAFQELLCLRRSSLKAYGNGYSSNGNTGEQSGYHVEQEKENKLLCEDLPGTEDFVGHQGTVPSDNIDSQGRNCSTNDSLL
ASM inhibitor = human S-ASM enzyme inhibition. P17405. placental ASM, HMU-PC fluorogenic substrate, 60 min. Potency, µM (highest dose often 57.5 µM), for inactives: at the highest dose activity change, negative = inhibition, usual class: inhibitors. 340,000 tested, 0.006% active. AID 504937; further: potency means the concentration at half of the fitted maximal effect
Target sequence (P17405 47-631 limits assumed): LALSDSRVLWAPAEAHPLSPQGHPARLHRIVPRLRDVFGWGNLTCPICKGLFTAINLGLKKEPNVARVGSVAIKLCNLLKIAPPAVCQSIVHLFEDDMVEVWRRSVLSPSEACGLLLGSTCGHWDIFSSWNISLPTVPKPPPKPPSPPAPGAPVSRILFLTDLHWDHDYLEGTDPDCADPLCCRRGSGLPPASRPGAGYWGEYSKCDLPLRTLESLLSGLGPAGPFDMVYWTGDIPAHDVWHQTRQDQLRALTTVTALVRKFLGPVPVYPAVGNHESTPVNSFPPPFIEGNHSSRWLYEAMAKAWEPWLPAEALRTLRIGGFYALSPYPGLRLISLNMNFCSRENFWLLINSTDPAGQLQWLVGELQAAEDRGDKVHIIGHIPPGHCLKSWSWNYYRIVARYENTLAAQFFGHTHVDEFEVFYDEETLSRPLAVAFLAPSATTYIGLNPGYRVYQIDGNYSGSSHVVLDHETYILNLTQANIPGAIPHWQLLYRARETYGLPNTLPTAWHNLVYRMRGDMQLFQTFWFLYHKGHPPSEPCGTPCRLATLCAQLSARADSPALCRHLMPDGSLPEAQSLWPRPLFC
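Steps: dispense placental human ASM, pin compound, wait 10 min at room temperature, add HMU-PC0 substrate at 9 uM final, incubate 60 min at 37 °C, add stop solution raising pH to 10, read fluorescence.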
PTAP TSG101 blk = blocks PTAP/TSG101 interaction to inhibit HIV-1 budding; Q99816; Fluorescence polarization, FITC-PTAP peptide / Tsg101 binding; Potency, µM (top dose mostly 115 µM), for inactives: at the top dose activity change, negative = inhibition, usual class: inhibitors; 340,000 tested, under 10 active; AID 493005; active means well fitted inhibition curve with a large enough effect in the main read-out, with a control signal flat, not every such curve was filed as active; inconclusive means small, poorly fitted or top-dose-only effect, or effect the other way, or a change in a side signal; inactive means no such curve, though single readings can be large or run the other way; further: potency means the concentration at half of the fitted maximal effect; % of control where 0% means no effect
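Steps: Tsg101 binding domain dispensed (10 uM final), compounds pinned in DMSO, FITC-labeled PTAP-motif peptide added (50 nM final); after 20 min binding at room temperature, polarization measured.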
Starred values were filed as active, the others as inactive; ? = inconclusive; · = not tested or not shown; [ ] = dose if it differs, or a comment. Unless noted, the call rests on the fitted dose curve; in most records, active means well fitted curve in the direction sought with a large enough effect; inconclusive means small, poorly fitted or top-dose-only effect, or another doubt; inactive means no such curve, though single readings can be large; an effect the other way counts as inactive or inconclusive.

mol,USP2a block,uPA generation,TRPV1 ag,ELG1 genotoxic,Eya2 inh,a7 integrin act,BRCA1 expr up,p53 reactivation,B2AR arrestin,ASM inhibitor,PTAP TSG101 blk
COc1ccc(S(=O)(=O)Nc2c(C)n(C)n(-c3ccccc3)c2=O)cc1,·,·,-4,·,·,0%,0%,·,·,7%,-11%
Cc1ccccc1NC(=O)CCCCCN1C(=O)[C@@H]2Cc3ccccc3CN2C1=O,2%,-1%,4,-16%,-11%,-10%,-1%,-4%,0.1%,1%,-5%
O=C(O)c1cc2ccccc2c2cc(Br)ccc12,1%,-11%,0,-5%,-25%,9%,-19%,3%,0.4%,5%,-6%
Cc1ccccc1NC(=O)CN1CCc2ccccc2C1,4%,-2%,4,-2%,?,-23%,12%,5%,0.0%,-1%,-3%
CCCCN(C(=O)c1cc2c(s1)CCC2)c1c(N)n(CCCC)c(=O)[nH]c1=O,0%,-2%,1,21%,-9%,4%,-16%,-1%,-0.1%,10%,-4%
C=CCNC(=S)N/N=C/c1ccc(-c2cc(Cl)ccc2Cl)o1,-2%,4%,2,12%,4%,8%,-28%,5%,?,49%[activator],-4%
COc1cccc(NC(=S)N2CCC(N(C)CC3CCCO3)CC2)c1 (centres undefined),0%,2%,-1,1%,2%,-11%,-6%,3%,-0.6%,8%,-6%
Cc1cnnc2c1-c1nonc1CC2,2%,4%,-4,5%,11%,-16%,1%,1%,-0.1%,-1%,0%
COC(=O)C1=C(C)N(CCCCCC(=O)O)C(=O)NC1c1ccccc1 (centres undefined),·,2%,·,·,·,0%,1%,·,·,-6%,-1%
Cn1nc(C(=O)Nc2ccc(Cl)cc2)cc1C(=O)Nc1ccc(Cl)cc1,1%,-3%,3,0%,2%,0%,-35%,3%,-0.5%,2%,-3%
O=C(Nc1ccc2ncccc2c1)Nc1ccc2ncccc2c1,0%,7%,-1,0%,-7%,32%,?,8%,-0.8%,-2%,-1%
CCC1CN(C(=O)NCc2ccccc2)c2cc(Cl)ccc2O1 (centres undefined),-1%,5%,4,-1%,-7%,32%,-1%,1%,-0.6%,-2%,0%
O=C(CCNC(=O)c1ccc(Cl)cc1)NCCC1=CCCCC1,-1%,-3%,?,?,-12%,0%,7.9µM*,9%,-0.2%,-2%,-6%
CC(=O)N1C(=S)NC(=O)/C1=C1/C(=O)N(CC(=O)Nc2cccc(C)c2)c2ccccc21,0%,-1%,2,1%,7%,-1%,-7%,-6%,0.0%,4%,1%
CC(C)Oc1cccc(C(=O)C2CCCN(Cc3ccc4nonc4c3)C2)c1 (centres undefined),3%,1%,?,-4%,1%,-9%,-46%,3%,0.5%,-4%,2%
O=C(NCCS(=O)(=O)N1CCN(c2ccc(F)cc2)CC1)c1ccco1,2%,7%,0,1%,15%,3%,6%,-2%,0.1%,2%,0%
CC(=O)NCC(=O)N(c1ccccc1)C1(C(=O)NC2CCCCC2)CCCCC1,1%,6%,-2,2%,13%,-3%,3%,-4%,0.1%,2%,-6%
CCOC(=O)c1ccc2c(c1)nc(COc1ccc3ccccc3c1)n2CC,1%,·,-1,-5%,-2%,-14%,-67%,-2%,-0.2%,?,-9%
CCC1(C)N(O)C(C)(C)C(c2ccc(OC)cc2)=[N+]1[O-] (centres undefined),-2%,5%,-3,2%,-2%,25%,20%,2%,-0.4%,0%,-4%
O=C(NCCC(=O)N(CCc1ccccc1)Cc1ccccc1)c1ccc([N+](=O)[O-])cc1,3%,1%,26,-7%,0%,0%,-9%,9%,0.3%,-2%,0%
COc1cccc(CC(NC(C)=O)C(=O)NC2CCN(C(=O)C3CCCCC3)CC2)c1OC (centres undefined),2%,10%,2,1%,-2%,0%,-4%,4%,0.0%,3%,-2%
Cc1nc2ccc(C(=O)OCC(=O)N(C)c3ccccc3)cc2nc1C,-4%,-1%,1,0%,-16%,11%,-11%,-4%,-0.5%,4%,-5%
CCOc1cc(NC(=S)NCc2ccco2)c(OCC)cc1NC(=O)CC(C)C,6%,-2%,2,3%,5%,-10%,-24%,-7%,0.1%,5%,-5%
CCNC(=S)N(Cc1ccc2c(c1)OCO2)C1CC(=O)N(c2ccc(OC)cc2)C1=O (centres undefined),1%,3%,2,-19%,-4%,5%,-5%,-4%,-1.7%,-7%,-3%
CC(C)(C)CC(=O)Nc1nnc(-c2cccs2)s1,1%,8%,-3,12%,-20%,1%,25%,?,0.0%,4%,-6%

Continuation:
mol,USP2a block,uPA generation,TRPV1 ag,ELG1 genotoxic,Eya2 inh,a7 integrin act,BRCA1 expr up,p53 reactivation,B2AR arrestin,ASM inhibitor,PTAP TSG101 blk
COc1ccccc1C(=O)NCCC(=O)N(C)Cc1cccs1,0%,1%,1,-2%,-10%,22%,5%,3%,-0.1%,4%,3%
COc1ccccc1C(=O)NC(=O)OCCn1c(C)cnc1[N+](=O)[O-],2%,3%,1,1%,-25%,0%,0%,-7%,0.2%,-1%,-2%
COc1cn(-c2ccccc2)nc1C(=O)Nc1ccc(C)cc1,-1%,2%,-1,-7%,-13%,6%,5%,18%,-0.8%,-3%,0%
S=C(NCCc1ccccc1)Nc1ccc(Nc2ccccc2)cc1,-5%,1%,11,-13%,-20%,-12%,-96%,2%,0.7%,-9%,-3%
O=C(/C=C/c1ccc(-c2ccccc2[N+](=O)[O-])o1)c1ccc(Br)cc1,6%,·,-1,5%,3%,-45%[inhibitor],-69%,-5%,0.1%,-13%,-5%
Nc1nnc(SCC(=O)Nc2ccc(N3CCOCC3)cc2)s1,0%,-23%,1,?,9%,1%,18%,1%,-0.8%,0%,-1%
O=C(O)c1csc(-n2nc(-c3ccccc3)cc2C(F)(F)F)n1,5%,-20%,-3,-1%,0%,23%,-11%,0%,0.4%,13%,-5%
CCC(C)c1ccccc1NC(=O)COc1ccc(-c2nnco2)cc1 (centres undefined),0%,2%,4,-1%,13%,25%,-1%,-5%,-3.5%,-1%,4%
COc1cc(/C=C/C(=O)OCC(=O)NCC2CCCO2)ccc1OCC#N (centres undefined),2%,3%,2,0%,10%,-25%,-9%,-8%,-0.5%,-2%,-4%
CC(/C=C1\SC(=S)N(CCCC(=O)Nc2ccc(C(=O)O)c(O)c2)C1=O)=C\c1ccccc1,-12%,5%,-1,?,-3%,28%,-48%,?,·,7%,-2%
Cc1ccnc(Sc2ccc([N+](=O)[O-])cn2)n1,1%,-20%,-1,4%,-3%,28%,?,1%,0.0%,2%,-4%
CCCCn1nnnc1SCC(=O)Nc1sc2c(c1C#N)CCCC2,-1%,-3%,-2,-5%,17%,-12%,-29%,-1%,-0.1%,-22%,-3%
COc1cc([N+](=O)[O-])cc(/C=N/NC(=O)c2ccc(NC(=O)c3ccc(C)cc3)cc2)c1O,7%,-2%,8,1%,7%,-12%,-48%,5%,-1.1%,-9%,0%
CCNc1nc(NCC)nc(OCCOC(=O)c2ccccc2)n1,2%,-5%,-2,1%,-7%,0%[7.66 µM],1%,-7%,-0.5%,4%,-1%
Cc1ccc(C)c(OCCCC(=O)O)c1,0%,-6%,-4,0%,-3%,30%,-14%,1%,-0.1%,4%,2%
CCCn1c(SCC(=O)Nc2ccc3c(c2)OCCO3)nnc1-c1ccco1,-2%,3%,-2,-1%,10%,-7%,-13%,-14%,-0.2%,3%,-3%
Cc1cc(C)c2[nH]c(=O)c(CN(Cc3ccco3)C(=O)C3CCCO3)cc2c1 (centres undefined),3%,-4%,-1,4%,5%,-21%,-18%,2%,0.1%,3%,-3%
Cc1ccc(Nc2oc(C)nc2C#N)cc1,-1%,-6%,7,12%,3%,31%,-21%,4%,-0.1%,-1%,-1%
O=c1c(-c2nc3ccccc3o2)c2oc3ccccc3n2c2ccccc12,-1%,·,-2,-4%,-4%,·,·,5%,-2.5%,·,·
CCOc1ccccc1NC(=O)CCn1cccc1,10%,-3%,1,4%,1%,43%,2%,13%,-0.1%,2%,-6%
Cc1ccc(NC(=O)c2cccc3c2C(=O)N(C2CCCCC2)C3)cc1,1%,1%,11,-1%,2%,4%,18%,-10%,3.3%,-16%,-6%
CCC(C)(C)n1nnnc1C(c1ccccc1OC)N1CCSCC1 (centres undefined),1%,7%,15,-2%,-7%,-5%,-1%,8%,0.5%,0%,-1%
COc1cccc(CNC(=O)COc2ccc(C(=O)c3ccccc3)cc2)c1,-2%,·,?,-6%,-2%,0%,-69%,3%,0.0%,-1%,-4%

Screening results: PubChem, National Center for Advancing Translational Sciences (NCATS)
